# Compound activity deposited in PubChem BioAssay by several laboratories.
# tolC growth inh: growth inhibitors of E. coli tolC mutant, primary screen, strain BW25113 ΔtolC::kan, 384-well | 2.2% of 65,000 active | OD615 | growth inhibition, % at 10 µM (by protocol);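 active = growth inhibition at or above a cutoff equal to the mean over every tested compound plus 3 SD, cut at about 60% in these data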;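 note: growth measured after 20 h incubation at 37 °C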
#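 Signal: optical density read at 615 nm; Assay system: E. coli ΔtolC::kan strain BW25113; Times: 20 h incubation with compound, 37 °C; Dosing: 10 µM final, single dose.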
# AP ELISA ortho: alternative complement pathway inhibitors, primary screen, biochemical, ELISA, human serum, orthogonally pooled compounds. LPS-coated ELISA, C3 deposition; tested in compound mixtures. 0.08% of 62,000 active. inhibition, % at 5 µM;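 active = inhibition above 30% in each of the two pooled mixtures holding the compound, so the lower value exceeds 30%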;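 note: 0% = serum in Mg-EGTA without compound and 100% = EDTA serum blank; some compounds past the cut are filed as inactive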
#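 Test system: human serum alternative complement pathway, C3 deposition on LPS-coated wells; also added: Plate-bound LPS; doses: 5 µM per compound in ten-compound mixtures; schedule: 1 h at 37 °C; detection: Anti-C3 ELISA, OD 450 nm; evaluation: percent inhibition of C3 deposition onto LPS; repeats: two pool placements per compound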
# SF-1 act: activators of human SF-1, primary screen, cell-based, CHO-K1, Gal4-SF-1 LBD, luciferase luminescence; CHO-K1 Gal4-SF-1 LBD luciferase reporter; % increase over DMSO SF-1-specific signal; activation, % at 10 µM; 1.9% of 65,000 active;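 active = activation above the mean activation of all tested compounds plus 3 SD, cut at about 50% in these data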
#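 Test system: transient Gal4-SF-1 LBD reporter, CHO-K1; Amount: 4,000 CHO-K1 cells per well; Doses: 10 µM only; Timing: compound exposure 20 h at 37 °C; Signal: luciferase light emission; Read-out basis: percent activation relative to DMSO median and mock-transfected background; Control set: DMSO negative control and −SF1 background wells; Replicates: one test per compound.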
# RORa activator: activators of orphan receptor RORA, primary screen, cell-based, luminescence. AID 560, 2006. CHO-K1 Gal4-RORA LBD luciferase reporter; percent increase over mock-subtracted basal signal. 1.5% of 65,000 active. activation, % at 10 µM. Nuclear receptor ROR-alpha (Homo sapiens), P35398;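 active = activation above the mean of all tested compounds plus 3 SD, cut at about 49% in these data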;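 note: 0% = DMSO-treated RORA cells and 100% = added signal equal to DMSO minus mock-transfected cells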
# Target sequence (P35398 whole entry, looked up, the tested form may be a part): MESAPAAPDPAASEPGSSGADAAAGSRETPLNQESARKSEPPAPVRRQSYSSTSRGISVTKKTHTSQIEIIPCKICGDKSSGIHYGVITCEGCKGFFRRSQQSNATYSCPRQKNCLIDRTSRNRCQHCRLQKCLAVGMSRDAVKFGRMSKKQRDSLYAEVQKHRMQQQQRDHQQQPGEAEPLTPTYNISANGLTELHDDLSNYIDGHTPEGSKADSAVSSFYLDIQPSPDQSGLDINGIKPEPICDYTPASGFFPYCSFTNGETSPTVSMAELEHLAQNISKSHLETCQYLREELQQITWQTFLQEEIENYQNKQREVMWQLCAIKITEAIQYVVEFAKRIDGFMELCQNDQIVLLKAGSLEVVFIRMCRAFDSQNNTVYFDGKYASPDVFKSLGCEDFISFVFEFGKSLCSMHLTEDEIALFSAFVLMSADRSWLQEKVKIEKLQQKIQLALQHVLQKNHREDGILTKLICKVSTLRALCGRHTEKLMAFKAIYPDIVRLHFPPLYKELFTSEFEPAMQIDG
# 5HT1E ag: 5-HT1E receptor agonists, primary screen, cell-based, HTS; 5-hydroxytryptamine receptor 1E (Homo sapiens), P28566; CHO 5-HT1E Ga15 NFAT-bla reporter, FRET; 0% DMSO wells, 100% control agonist wells; activation, % at 6 µM; 0.69% of 65,000 active;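 active = activation above a set limit, the screen-wide mean activation plus 3 SD, cut at about 8.5% in these data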;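 note: 100% = positive control agonist at 1 µM giving full maximal response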
# 5HT1a antag: human 5-HT1a receptor antagonists, primary screen, cell-based, CHO, Ga15 NFAT-bla reporter; inhibition, % at 10 µM; CHO 5-HT1a Ga15 NFAT-bla reporter, antagonist mode; 0.68% of 62,000 active; AID 612, 2007;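 active = inhibition above the mean of all tested compounds plus 3 SD, cut at about 43% in these data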;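 note: receptor stimulated by 5-CT agonist at 100 nM near EC80; beta-lactamase reporter measured by ratiometric fluorescence of a cleavable substrate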
# S1P1 ag pot: S1P1 agonists and agonism potentiators, primary screen, cell-based, primary and confirmation screens, CRE-bla reporter; 0.57% of 56,000 active; activation, % at 9.5 µM; AID 449, 2006; S1P1 CRE-bla cells, forskolin, beta-lactamase FRET, potentiator mode; S1P1 agonist co-added at EC20, 2 nM; 100% = saturating reference agonist, 0% = basal;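 active = activation above a cutoff set at the mean activation of all tested compounds plus 3 SD, cut at about 54% in these data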;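 note: forskolin at 4 µM as EC80 and the EC20 agonist is SEW2871; 100% = SEW2871 at its EC100 plus forskolin at EC80; some compounds past the cut are filed as inactive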
# Target sequence (P21453 whole entry, looked up): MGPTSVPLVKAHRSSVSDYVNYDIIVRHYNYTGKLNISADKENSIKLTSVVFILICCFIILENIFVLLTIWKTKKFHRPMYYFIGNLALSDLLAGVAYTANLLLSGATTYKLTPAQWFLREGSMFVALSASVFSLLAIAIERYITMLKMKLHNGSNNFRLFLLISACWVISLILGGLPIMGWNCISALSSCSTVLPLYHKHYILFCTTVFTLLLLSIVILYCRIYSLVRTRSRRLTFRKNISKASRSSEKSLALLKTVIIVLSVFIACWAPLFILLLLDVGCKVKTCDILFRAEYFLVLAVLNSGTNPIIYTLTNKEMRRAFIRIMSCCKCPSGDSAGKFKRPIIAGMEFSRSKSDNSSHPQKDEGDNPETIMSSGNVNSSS
# S1P3 agonist: human S1P3 receptor agonists, primary screen, cell-based, primary and confirmation, NFAT-BLA reporter; S1P3 NFAT-BLA reporter cells, agonism, FRET ratio; relative to 1 µM S1P, basal subtracted; activation, % at 4.5 µM; 0.1% of 60,000 active;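 active = activation above the screen-wide mean plus 3 SD, cut at about 4.5% in these data, passing the limit was not always enough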; note: some compounds called inactive have numbers as strong as hits
#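 Material: Human S1P3 NFAT-BLA reporter CHO cells | Incubation: Overnight plating, 4 h compound 37 °C, 2 h substrate RT | Signal: FRET β-lactamase substrate fluorescence, excitation 405 nm, 460/535 nm emission ratio, background-subtracted | Compound: 4.5 µM final, single dose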
# HTR1E antagonist: 5-HT1E receptor antagonists, primary screen, cell-based, HTS; 5-hydroxytryptamine receptor 1E (Homo sapiens), P28566; CHO 5-HT1E Ga15 NFAT-bla reporter, FRET, antagonist; inhibition, % at 6 µM; 0.99% of 65,000 active; AID 571, 2007;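 active = inhibition above a set limit, the mean inhibition across every tested compound plus 3 SD, cut at about 29% in these data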;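 note: signal is the 460 over 535 nm emission ratio of beta-lactamase substrate; 0% = agonist plus DMSO wells and 100% = wells without agonist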
# Numbers without * were called inactive; nt = not tested or not shown.
SMILES,tolC growth inh,AP ELISA ortho,SF-1 act,RORa activator,5HT1E ag,5HT1a antag,S1P1 ag pot,S1P3 agonist,HTR1E antagonist
CC1CCCCC1NC(=O)c1ccc(S(=O)(=O)NCc2ccco2)cc1 (centres undefined),-4,9,-10,-15,-1.0,17,nt,nt,1
CCCN1CCN(CCCNC(=O)Cn2cc3c(n2)CCCC3)CC1,-14,9,-12,10,-0.6,10,-33,0.3,-4
CCOC(=O)C1=C(N)n2c(s/c(=C\c3ccco3)c2=O)=C(C(=O)OCC)C1c1ccco1 (centres undefined),-15,4,6,4,0.1,6,-1,-1.3,-3
O=C1NC(c2cccs2)C(C(=O)c2ccccc2)C(O)(C(F)(F)F)N1 (centres undefined),4,-6,3,18,1.3,-9,-21,-1.0,7
CCS(=O)(=O)Nc1ccc(C(=O)CC2(O)C(=O)Nc3ccc(Br)cc32)cc1 (centres undefined),-17,13,8,1,-0.8,2,-5,-0.9,4
Cc1ccccc1Cc1c(C)nc2c(C(=O)NCc3ccco3)cnn2c1C,31,13,-21,-12,-0.4,35,16,-0.9,8
c1ccc(CNc2ccc3c(c2)ncn3C2CCCCC2)nc1,23,8,7,3,1.8,11,-12,0.4,-1
O=C(c1ccco1)N1CCN(S(=O)(=O)N2CCOCC2)CC1,-6,-2,12,-14,-0.6,1,nt,-0.6,-10
CC(NC(=O)c1ccccc1NC(=O)c1ccco1)c1ccccc1 (centres undefined),-27,5,-4,-28,1.1,5,-11,-1.1,6
N#Cc1cccc(NC(=O)c2nc(-c3ccccc3)n(-c3ccccc3)n2)c1,40,0,-4,-7,0.3,13,53,0.5,-1
O=C(Cc1cccs1)NCc1ccc2c(c1)OCO2,11,9,18,-3,-1.2,3,-11,-1.1,10
COc1ccc2[nH]c(=O)c(CN(Cc3nnnn3Cc3ccc(F)cc3)CC3CCCO3)cc2c1 (centres undefined),19,-27,8,6,-0.3,4,22,-1.0,4
O=C(NCC1CCCO1)c1nn2c(c1Cl)NC(c1ccc(F)cc1)CC2C(F)(F)F (centres undefined),20,0,-2,11,0.8,-17,-2,0.7,-3
COc1ccc(C2C(C(=O)NCc3ccccn3)c3ccccc3C(=O)N2C)cc1OC (centres undefined),-3,0,-6,0,-1.1,3,nt,nt,7
COc1ccc(/C(O)=C2/C(=O)C(=O)N(CCN(C)C)C2c2ccccc2)cc1Cl (centres undefined),-14,21,7,-4,-1.1,12,22,-1.4,-6
COc1ccc(N(CC(=O)N2CCN(c3ccccc3)CC2)S(=O)(=O)c2c(C)noc2C)cc1,-5,29,32,-1,0.9,6,-6,-0.4,0
Cc1cccn2cc(CNC(=O)C3CCCCC3)nc12,-1,9,6,7,1.2,-5,-11,-0.6,8
CNC(=O)n1ccc(C(=O)N2CCCCC2)n1,-8,18,-20,14,0.6,-4,-18,0.6,-7
O=C(NC1CCS(=O)(=O)C1)C12CC3CC(CC(C3)C1)C2 (centres undefined),-29,9,4,13,-0.8,0,-12,-0.6,-1
Nc1nnc(CCC2CCCCC2)s1,11,nt,22,9,0.6,-6,0,-1.5,8
CCc1ccc(S(=O)(=O)NCc2cn3ccsc3n2)s1,-7,nt,-10,3,22*,5,-30,0.4,-2
Cc1onc(-c2ccccc2)c1C(=O)Nc1c(C)n(C)n(-c2ccccc2)c1=O,1,3,5,-2,-0.5,8,-13,-1.6,-2
CC1CCN(C(=O)c2cccc(S(=O)(=O)N3CCCCC3)c2)CC1,-2,10,-7,14,0.2,-1,nt,-0.4,-3
CCCc1nc(SC2CCCC2)c2c(=O)n(C)c(=O)n(C)c2n1,84*,-11,1,-26,0.8,-23,2,1.5,-3
COc1ccccc1OCc1ccc(C(=O)OCC2CCCO2)o1 (centres undefined),7,9,-1,-9,5.2,14,-1,-0.1,-2
Cc1cc2c3c(c1)C1(C(=O)N3C(C)(C)CC2C)C(C#N)=C(N)Oc2cc(O)ccc21 (centres undefined),68*,9,11,-5,-0.5,21,nt,-0.1,-12
CN(C)CCNC(=O)c1cc2cc(Br)ccc2oc1=O,-12,15,2,-34,-0.9,14,-11,-1.0,2
Cn1nnnc1Sc1ncnc2scc(-c3ccccc3)c12,9,6,-40,-41,0.2,32,15,-1.3,28
O=S(=O)(CCSc1nc2ccccc2o1)c1nc2ccccc2s1,54,-1,-10,-33,-1.0,47*,55,-1.1,22
Cc1cc(C)cc(NC(=O)c2cc(S(=O)(=O)NCc3ccco3)ccc2F)c1,23,-1,-6,-1,-0.4,22,nt,nt,-4
COc1ccccc1CNC(=O)C(C)NS(=O)(=O)c1ccc(C)cc1 (centres undefined),3,15,3,-34,0.0,-25,-12,-0.3,-9
COCc1[nH]nc2c1C1(C(=O)N(C)c3ccccc31)C(C#N)=C(N)O2 (centres undefined),-17,15,5,14,-1.2,8,6,-0.1,11
COc1cc(NS(=O)(=O)c2ccc(NC(=O)COc3ccccc3C)cc2)nc(OC)n1,29,1,-4,-23,0.3,-6,20,-0.9,-9
CCCOc1ccc(-c2nnn(CC(=O)Nc3cccc(C(=O)OC)c3)n2)cc1,-20,23,-3,26,-0.1,-10,1,1.0,-7
COc1ccc(N2C(=O)C3CCCN3C2c2ccc(F)cc2)cc1Cl (centres undefined),-9,6,4,2,-0.9,-5,-7,0.4,-2
CC(NC(=O)c1cccnc1)C(c1cccs1)N1CCOCC1 (centres undefined),-24,nt,-11,3,0.1,-4,11,-0.3,-4
CCCC(=O)Nc1ccccc1N1CCN(C(=O)c2ccccc2)CC1,-2,14,12,-2,0.6,13,nt,nt,5
COCCn1c(COc2ccc(OC)cc2)nc2ccccc21,11,1,13,22,-1.5,2,6,-0.9,10
O=S(=O)(c1cccc(-c2nnco2)c1)N1CCCC1,-7,2,-3,-3,-0.7,-9,-9,-0.5,-5
O=C(O)c1cccc(N2C(=O)c3cccnc3C2=O)c1,-20,12,-12,-7,0.3,-2,nt,nt,-4

# Two of the compounds above, with bars between the fields.
compound | tolC growth inh | AP ELISA ortho | SF-1 act | RORa activator | 5HT1E ag | 5HT1a antag | S1P1 ag pot | S1P3 agonist | HTR1E antagonist
COc1ccc(/C(O)=C2/C(=O)C(=O)N(CCN(C)C)C2c2ccccc2)cc1Cl (centres undefined) | -14 | 21 | 7 | -4 | -1.1 | 12 | 22 | -1.4 | -6
COc1ccc(N(CC(=O)N2CCN(c3ccccc3)CC2)S(=O)(=O)c2c(C)noc2C)cc1 | -5 | 29 | 32 | -1 | 0.9 | 6 | -6 | -0.4 | 0

# Going on with the list:
SMILES,tolC growth inh,AP ELISA ortho,SF-1 act,RORa activator,5HT1E ag,5HT1a antag,S1P1 ag pot,S1P3 agonist,HTR1E antagonist
COc1cccc(OCC(=O)Nc2ccccc2C(N)=O)c1,-4,18,36,2,-0.9,-5,6,-1.1,3
CCc1nnc(NS(=O)(=O)c2ccc(N3C(=O)C4CC=C(Cl)CC4C3=O)cc2)s1 (centres undefined),2,-10,28,6,-0.8,3,nt,0.0,-15
O=c1c2ccccc2ncn1Cc1nc2ccccc2s1,8,-3,16,19,-0.7,7,nt,nt,2
CCNC(=O)c1cc2c(=O)n3cccc(C)c3nc2n(CCc2ccccc2)c1=N,11,23,2,16,-1.0,nt,-27,-1.8,-6
Cc1sc2nc(CN(CCc3ccccc3)C(=O)c3ccco3)[nH]c(=O)c2c1C,-19,20,4,-35,-0.7,4,0,-0.5,2
COc1ccc(C(O)C(CC(=O)NCCCOC(C)C)C(=O)NCCCOC(C)C)cc1OC (centres undefined),-25,4,6,-10,0.3,-15,-1,0.2,-7
CSC1=NCCN1C(=O)Cc1ccc(F)cc1,-19,22,7,-9,1.3,0,-20,0.1,5
O=C(Nc1ccc(F)c(F)c1)c1cccnc1,-13,-5,20,-7,0.0,1,-16,0.2,4
COC(=O)c1cc(-c2ccccc2)n(CC(=O)O)c1C,-4,11,19,-36,-0.1,-8,-23,-0.9,-2
O=S(=O)(c1ccc(-c2csc(-c3cccnc3)n2)cc1)N1CCCC1,6,-6,-8,1,0.7,-19,2,0.2,7
Cn1ccnc1SCc1cc(=O)[nH]c2ccccc12,-11,4,13,12,-0.6,0,-2,-1.1,-8
c1ccc(-c2nnc(SCc3nc4ccccc4[nH]3)n2Cc2ccco2)nc1,10,5,15,17,-0.7,17,nt,nt,22
CC(=O)c1cccc(N(CC(=O)NCC2CCCO2)C(=O)CCC(=O)Nc2cc(C)on2)c1 (centres undefined),-27,6,24,16,0.6,-5,7,0.3,3
CC(C)CN(C(=O)COC(=O)CCc1c[nH]c2ccccc12)C1CCS(=O)(=O)C1 (centres undefined),-13,-12,-11,-19,-0.4,-2,3,-1.0,-4
OCCOCCNc1ncnc2nc[nH]c12,-11,-3,-12,11,-0.4,2,-16,0.6,1
Cc1cc2nc(-c3ccco3)cc(C(F)(F)F)n2n1,-4,9,-3,9,-0.3,7,-17,0.2,2
CCC(=O)OC1(C#CCOc2ccc(OC)cc2)CCN(C)CC1,-13,8,18,0,0.2,-4,-25,0.2,-2
COc1cccc(NC(=O)CSc2nc3c(c(-c4ccco4)c2C#N)CCCC3)c1,-12,4,5,-13,-0.6,1,13,0.2,0
Clc1ccc(C2CC(c3ccco3)n3ncnc3N2)cc1Cl (centres undefined),37,nt,-11,-2,-0.2,12,nt,nt,-2
Cc1ccn(S(=O)(=O)c2ccc(C(C)(C)C)cc2)n1,26,19,-4,-2,-1.2,17,nt,-0.9,0
O=C(Nc1ccc(NC(=O)C2CCCN2C(=O)OCc2ccccc2)cc1)c1ccco1 (centres undefined),-12,nt,-5,12,1.2,8,-8,-0.6,3
COCCOC(=O)C1=C(C)NC2=C(C(=O)CC(C)(C)C2)C1c1cc2c(cc1Br)OCO2 (centres undefined),17,6,11,-1,0.0,9,-39,-0.7,-4
CCc1nnc(NC(=O)CSc2nnc(-c3cc4ccccc4cc3O)n2CC)s1,53,15,-16,32,-0.7,6,1,-1.3,1
